zfTRPN1 agonist: zebrafish TRPN1 channel agonists, primary screen, cell-based, HEK293, calcium fluorescence; activation, % at 3 µM; 220,000 tested, 0.18% active; transient receptor potential cation channel N1 (TRPN1/NompC), Danio rerio; HEK293 zebrafish TRPN1-YFP, Fluo-8 calcium fluorescence; 100% = response to 87 µM carbachol;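 active = activation above its plate's cutoff, the mean activation of test wells on that plate plus 3 SD, cut at about 19% in these data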;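 also: 0% = DMSO alone and 100% = 87 µM carbachol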
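Assay system: Zebrafish TRPN1-YFP in HEK293 cells | Incubation: Dye loading 1 h at 37 °C, then 30 min room temperature | Measured by: Kinetic Fluo-8 fluorescence, ex 470-495, em 515-575 nm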
RBBP9 inhibitor: human RBBP9 inhibitors, primary screen, biochemical, fluorescence polarization, FP-Rh probe, HTS. inhibition, % at 7.94 µM. recombinant RBBP9. 220,000 tested, 0.2% active;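 active = inhibition above the campaign mean of all tested compounds plus 3 SD, cut at about 14% in these data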;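 also: plate controls were DMSO wells with RBBP9 for no effect and wells lacking RBBP9 protein for full effect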
Target sequence (O75884 whole entry, looked up): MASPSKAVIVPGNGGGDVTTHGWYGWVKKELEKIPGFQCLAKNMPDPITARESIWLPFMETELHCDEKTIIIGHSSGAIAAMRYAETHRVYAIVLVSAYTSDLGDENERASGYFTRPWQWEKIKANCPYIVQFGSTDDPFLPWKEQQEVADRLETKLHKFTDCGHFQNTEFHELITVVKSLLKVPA
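Material: RBBP9 protein. Amount: RBBP9 at 2.5 µM in dispensed solution, before mixing. Schedule: 30 min then 45 min, 25 °C. Medium: Tris buffer pH 8.0, NaCl, Pluronic. Measured by: fluorescence polarization. Measure: percent inhibition from mP, scaled between DMSO and no-protein wells. Replication: one well per compound.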
Ba/F3 V617F tox: reduced viability of JAK2V617F-dependent Ba/F3 cells, primary screen, JAK2V617F inhibitor project, cell-based, Ba/F3 EpoR-JAK2V617F, luminescence; 220,000 tested, 1.1% active; ATP luminescence; inhibition, % at 5.6 µM;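 active = inhibition above the campaign mean plus 3 SD over all tested compounds, cut at about 24% in these data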;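 also: cytokine-independent growth of Ba/F3 cells driven by EpoR plus mutant JAK2; 0% = DMSO-treated cells and 100% = JAK inhibitor I control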
TRPML3 ag: human TRPML3 channel agonists, primary screen, cell-based, HEK293 TRPML3-YFP, Fluo-8 calcium fluorescence, 3 µM. Mucolipin-3 (Homo sapiens), Q8TDD5. 100% = the carbachol control signal. activation, % at 3 µM. 220,000 tested, 0.29% active;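 active = activation above its plate's cutoff, the mean activation of the plate's test wells plus 3 SD, cut at about 12% in these data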;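 also: 0% = DMSO only wells and 100% = carbachol wells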
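Test system: TRPML3-YFP stable HEK293 cells. Doses: single point at 3 µM. Incubation: dye loading 1 h 37 °C then 30 min ambient, 125 s read. Signal: Fluo-8 calcium dye fluorescence, ex 470-495, em 515-575 nm. Measure: percent activation from peak-to-basal fluorescence ratio, scaled between DMSO and carbachol.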
CHOP inhibitor: inhibitors of CHOP promoter induction, primary screen, cell-based, unfolded protein response, luciferase reporter. inhibition, % at 10 µM. 220,000 tested, 3.8% active. CHO-K1 CHOP-promoter luciferase, tunicamycin-induced, 15-18 h;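 active = compounds that reduced the stress-induced luciferase reporter signal by more than about 70% of percent inhibition, limit read from the data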;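 also: 0% = tunicamycin plus vehicle and 100% = wells without tunicamycin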
PPC-1+TRAIL kill: compounds killing PPC-1 cancer cells with TRAIL present, primary screen, TRAIL potentiator project, ATPLite luminescence, uHTS | PPC-1 cells + TRAIL, ATPLite viability luminescence | cell killing (% activity), % at 4 µM | 220,000 tested, 0.41% active;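 active = cell killing above 50% in the first pass at 4 µM, then a duplicate retest at 5 µM averaging 50% or more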;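 also: plate controls were cells with TRAIL plus DMSO for no effect and medium-only wells lacking cells for full effect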
Wee1 stabilizer: Wee1 degradation inhibitors, primary screen, cell-based, HeLa, Wee1K328M-luciferase, luminescence | 220,000 tested, 1.2% active | HeLa Luc-Wee1K328M stability; 100% = proteasome inhibitor MG132 effect | reporter increase, % at 5 µM | Wee1-like protein kinase (Homo sapiens), P30291;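 active = activation above the mean of all tested compounds plus 3 SD, set per screening run, cut at about 8.8% in these data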;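 also: cells exposed to compound for 20 h before luminescence read; 0% = DMSO alone and 100% = MG132 at 30 µM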
Target sequence (P30291 whole entry K328M): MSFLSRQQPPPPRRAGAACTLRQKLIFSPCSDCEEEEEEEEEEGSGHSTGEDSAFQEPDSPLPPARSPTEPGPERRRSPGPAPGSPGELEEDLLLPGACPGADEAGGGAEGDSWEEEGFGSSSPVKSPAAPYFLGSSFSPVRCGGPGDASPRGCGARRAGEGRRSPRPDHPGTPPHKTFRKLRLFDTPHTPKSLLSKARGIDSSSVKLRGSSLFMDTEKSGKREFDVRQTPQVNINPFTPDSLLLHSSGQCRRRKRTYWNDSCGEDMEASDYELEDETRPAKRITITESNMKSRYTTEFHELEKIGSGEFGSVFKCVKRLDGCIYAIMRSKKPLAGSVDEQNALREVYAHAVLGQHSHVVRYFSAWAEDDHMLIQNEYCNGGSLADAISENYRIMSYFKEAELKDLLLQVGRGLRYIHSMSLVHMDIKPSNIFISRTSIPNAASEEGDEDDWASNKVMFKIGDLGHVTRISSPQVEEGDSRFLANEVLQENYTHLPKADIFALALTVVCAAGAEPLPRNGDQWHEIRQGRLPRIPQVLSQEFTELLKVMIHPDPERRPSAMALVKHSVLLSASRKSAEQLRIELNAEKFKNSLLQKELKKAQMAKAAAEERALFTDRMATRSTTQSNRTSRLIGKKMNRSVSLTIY
TNF death inh: inhibitors of TNF-alpha triggered necroptosis, primary screen, cell-based, Jurkat FADD-/-, single concentration | Jurkat FADD-/- TNF necroptosis rescue, ATP luminescence, 24 h; 0 = TNF only, 100 = no-TNF cells | activation (protection from cell death), % at 10 µM | 220,000 tested, 0.068% active;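 active = activation, meaning protection from cell death, of at least 50% relative to plate controls; inactive = activation below 50%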;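 also: necroptosis triggered by 40 ng/mL TNF-alpha added together with compound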
BaF3 parental: parental Ba/F3 cell viability inhibition, counter-screen for JAK2V617F inhibitor project, murine pro-B, CellTiter-Glo luminescence; CellTiter-Glo ATP luminescence; inhibition, % at 5.6 µM; 220,000 tested, 1.1% active; AID 1486, 2009;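 active = inhibition above a per-campaign cutoff, the mean inhibition of all tested compounds plus 3 SD, cut at about 27% in these data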;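 also: 0% = DMSO wells and 100% = JAK Inhibitor I control wells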
The depositor's hits bear a star; nt = not tested or not shown; [ ] = remark or other dose. No enrichment for hits (roughly 6.8% active in at least one column).

Structure,Ba/F3 V617F tox,CHOP inhibitor,Wee1 stabilizer,TNF death inh,RBBP9 inhibitor,TRPML3 ag,zfTRPN1 agonist,PPC-1+TRAIL kill,BaF3 parental
Cc1ccsc1-c1nc(CSCC(=O)N2CCN(c3ccccc3)CC2)c(C)o1,-3.3,61.5,-0.7,-1.6,-4.1,-0.9,0.7,11.7,2.0
Cn1c(C(=O)Nc2ccccc2)cc2sccc21,-1.4,1.5,6.4,-1.6,-5.2,-0.7,-1.4,18.4,2.2
Cc1cccc(OCC(=O)Nc2cc(C)on2)c1,-3.2,-0.9,-1.1,5.7,-1.6,0.3,-0.1,0.4,3.2
CSc1n[nH]c(=O)n1-c1cccc(Cl)c1,-3.1,-6.8,-1.0,1.4,-3.2,0.1,0.0,1.6,-0.1
C=CCc1cc(Cl)ccc1OC(=O)Nc1cccc(Cl)c1,-2.2,-11.0,-2.7,1.2,-12.9,2.6,5.8,7.1,-1.7
CC(C)N(C)C1CCN(C(=O)Nc2ccc(Cl)c(Cl)c2)CC1,-3.1,-9.0,-3.2,7.6,0.1,1.4,2.5,0.6[5 µM],10.2
CCC1=Nc2ccccc2-c2nnc(SC)nc2O1,-2.9,41.1,0.5,-1.3,-12.6,-0.1,-0.3,9.2,0.6
CCOC(=O)c1ccccc1NC(=O)CSc1nc2ccccc2o1,-1.9,29.8,3.6,1.0,0.8,0.5,0.5,-22.2,5.1
CCn1nnnc1SCC(=O)c1ccc(NC(C)=O)cc1,-0.8,8.7,-1.1,0.4,6.4,1.6,1.7,-5.3,3.6
CCN(CC)S(=O)(=O)c1cccc(C(=O)N/N=C(\C)c2ccc(O)cc2O)c1,-1.5,58.7,-3.6,-9.9,-3.2,1.1,-0.3,42.5,-3.4
O=C1N(c2cccc(Cl)c2)C(c2ccccc2)N2CCCN12 (centres undefined),0.0,-10.7,0.0,2.2,-1.0,-0.8,-1.5,21.9,7.0
CNC(=O)Nc1cccc(NC(=O)NC)n1,-2.0,3.4,3.4,-1.7,-12.4,1.4,1.0,7.0,5.3
Clc1cccc(-c2nn3c(Cn4cnc5ccccc54)nnc3s2)c1,0.3,16.8,1.6,-1.7,4.2,-0.2,-1.8,9.0,5.4
O=c1c2ccccc2nnn1CSc1ccc2ccccc2n1,-2.2,19.6,-3.1,3.6,-6.3,0.3,0.3,3.5,0.1
CCOc1cc(C(=O)NC(=S)Nc2cccnc2)cc(OCC)c1OCC,-3.0,44.2,-2.9,0.3,-2.3,-1.4,-3.0,7.6,2.0
CC(O)CNCCNCc1cccs1 (centres undefined),-0.1,23.2,-1.1,0.2,-1.6,1.1,2.1,-4.5,-0.8
O=C(CNC(=O)c1cnccc1C(F)(F)F)c1cccc(Cl)c1,-1.6,3.8,5.0,-0.1,-0.9,0.6,1.8,-11.4,1.2
O=C(NC(=S)N1CCN(c2ccc([N+](=O)[O-])cc2)CC1)c1ccc(F)cc1,-0.8,13.4,-1.7,0.7,2.8,0.5,-1.0,26.7,8.5
CCOC(=O)c1ccc(NC(=O)N2CCN(c3ccccc3OC)CC2)cc1,4.0,24.3,-0.5,-1.0,-3.8,2.0,1.4,19.1,7.8
C=CCSc1n[nH]c2nc3c(c(=O)n12)C1(CCCC1)Cc1ccccc1-3,2.2,70.6*,-1.4,-2.4,-9.4,0.4,-0.1,4.4,3.2
C=CCn1c(SCc2nc3ccccc3nc2C)nnc1-c1ccoc1C,-0.9,-8.5,6.5,-3.2,-3.7,0.8,0.7,14.6,5.0
O=C(CSc1nnc(Cc2ccccc2)n1C1CCCCC1)N1CCOCC1,-2.3,-18.8,-1.1,1.0,-6.1,0.4,0.8,1.4,-1.1
O=C1c2ccccc2C(=O)N1CNc1ccccc1,-1.7,1.7,14.5*,-0.6,6.0,-0.2,0.7,4.6,0.2
O=C(O)CCC(=O)Nc1ccc(Br)cn1,-2.7,5.3,-0.8,0.4,-0.4,0.1,2.2,-10.6,0.5
COc1ccccc1NC(=O)/C=C1\NC(=O)CS1,-1.3,-20.5,1.0,0.7,3.4,0.7,0.1,-13.7,5.0
Cc1nc(C)c(-c2ccnc(/N=C/NO)n2)s1,-0.6,16.9,-2.5,-0.3,-2.2,0.5,-0.4,-4.8,4.0
COc1ccc(Cc2nc(C(=O)Nc3ccc(Cl)cc3)cs2)cc1,4.0,47.0,-0.7,-1.7,-12.4,1.6,3.9,11.3,7.1
CCOC(=O)c1sc(C)c2c(=O)n(CC(=O)c3ccc(Br)cc3)nnc12,-3.7,-16.0,-0.6,-0.5,-8.9,0.2,-0.4,11.2,-4.0
NS(=O)(=O)c1ccc(CNC(=O)CSc2ccccc2)cc1,0.8,4.3,2.5,-0.1,3.7,0.7,0.4,2.4,7.2
CC(C)(C)c1cc(C(=O)NNc2cc(C(F)(F)F)ccc2Cl)n(Cc2ccccc2)n1,0.6,36.3,1.5,4.4,-15.8,0.9,0.1,0.2,-1.6
CCc1ccc(-c2nn(Cc3ccccc3)cc2/C=C/C(=O)O)cc1,1.0,3.0,-0.3,-1.0,6.9,0.3,0.3,9.9,3.9
CCN(CC)CCSc1nc(O)c(-c2ccccc2)c(=O)n1-c1ccccc1,5.0,-17.0,-1.8,-0.7,1.2,0.1,1.3,4.8,5.2
O=C(CSCC(=O)N1CCCc2ccccc21)Nc1nc(-c2ccccc2)cs1,-2.3,16.6,-0.3,4.4,-4.3,-0.3,-1.7,14.6,2.6
CCOc1ccc(NC(=O)/C(=C\c2ccc(OC(C)=O)c(OC)c2)NC(C)=O)cc1,-1.9,2.3,1.4,1.5,-4.3,0.5,-0.5,-3.0,3.7
O=C(CSc1ccccc1)Nc1ccc(N2CCOCC2)cc1,-4.5,7.3,2.7,9.4,1.5,0.2,-0.8,-25.7,-1.8
O=C(NCc1cccnc1)c1cccc(NC(=O)c2ccco2)c1,3.2,10.7,-2.2,-0.8,1.3,0.0,0.8,-6.8,7.0
O=C(c1nnc(-c2ccncc2)o1)c1ccccc1Cl,-2.0,1.4,1.6,-11.4,-3.5,0.3,0.8,12.7,1.9
O=c1c2[nH]c3ccc(F)cc3c2nc2n1CCS2,3.4,12.0,-1.7,-2.5,-7.7,0.2,0.7,-9.6,4.7
Cc1cccc(-[n+]2c(-c3cccc(Br)c3)[nH]c3nc4ccccc4nc32)c1,-1.5,18.3,1.7,0.9,-10.3,0.7,0.7,13.9,-1.6
Cn1c(C(=O)O)c(CC(=O)Nc2ccc3c(c2)OCCO3)c2ccccc21,-4.8,24.3,0.2,0.4,7.2,0.1,-1.1,-12.6,-0.5
COCCNC(=S)N(CCc1c(C)[nH]c2ccc(C)cc12)Cc1cc(OC)c(OC)c(OC)c1,3.2,15.1,-2.4,1.2,-2.7,-0.2,-0.2,-0.2,4.9
COc1ccc(/C=C2\SC(N3CCc4ccccc4C3)=NC2=O)cc1,1.4,13.0,3.2,1.2,-5.3,-1.2,-1.5,-4.0,5.8
COc1ccccc1/C=C/C=N/NC(=O)CCC1C(=O)NN=C1C (centres undefined),-2.7,1.8,0.1,1.2,-2.8,0.9,0.8,-12.7,0.9
CCOC(=O)N1CCC(N2C(=O)c3ccc(C(=O)Nc4ccc(F)cc4F)cc3C2=O)CC1,-0.7,-1.4,0.0,2.5,0.0,0.5,-0.1,4.9,6.0
COc1cc(/C=C2/S/C(=N/S(=O)(=O)Cc3ccccc3)NC2=O)c([N+](=O)[O-])cc1OC,-1.5,16.1,1.0,-0.3,0.6,1.8,5.4,6.4,0.1
CCCN1C(=O)SC(CC(=O)Nc2ccc(Br)cc2)C1=O (centres undefined),1.1,-7.4,-1.0,2.4,-7.4,0.4,1.9,10.7,5.6
CCCCCCn1c(O)c(/C=C2\C=NN=C2c2ccccc2)sc1=S,1.2,51.3,1.8,3.1,-8.9,0.3,1.5,13.9,7.1
O=c1oc(-c2ccccc2)nc2c1C1(CCCCC1)Cc1ccccc1-2,7.4,22.8,1.9,-1.8,-4.0,0.4,-0.5,8.2,8.5
CCOC(=O)N1CCN(c2c(NCCCOC(C)C)c(=O)c2=O)CC1,3.2,12.8,0.7,0.7,-8.3,-0.3,3.1,1.7,7.0
Clc1ccc(SCc2cc(Cl)nc(-c3ccccc3)n2)cc1,-2.9,nt,-0.4,-3.1,-1.5,0.0,1.4,nt,4.5
Cc1cccc(NC(=O)CNC(=O)COc2cc(F)ccc2[N+](=O)[O-])c1C,4.0,13.2,4.4,-0.7,-4.7,-1.8,-0.6,-10.5,8.7
COc1cccc(C=N[C@@H](CO)[C@@H](O)c2ccc([N+](=O)[O-])cc2)c1O,0.5,14.7,-2.2,-2.5,-5.8,0.6,0.0,-11.7,-4.6
Cc1ccc(/C=N/NC(=O)CSc2nnc(-c3ccc(Cl)cc3)n2-c2ccc(Cl)cc2)o1,4.4,64.8,1.8,-0.2,-3.6,0.3,0.2,9.6,7.8
COCCn1c(=S)[nH]c2ccccc21,-0.1,31.1,2.5,-0.8,-8.6,1.4,0.5,1.3,3.3
N#Cc1nc(-c2ccccc2Cl)oc1NCC1CCCO1 (centres undefined),-1.7,10.9,2.5,-0.7,4.5,-0.8,3.9,9.6,3.3
Cc1ccccc1CN1CCc2c(OCC(=O)N3CCCCC3)cccc2C1=O,-0.6,1.3,-4.8,2.3,-4.0,1.2,1.7,1.0,2.4
CCCN(CC1CC1)C(=S)NC(=O)c1ccc(S(=O)(=O)N2CCOCC2)cc1,5.2,-28.0,-0.2,-1.2,-7.5,0.7,0.2,10.3,3.9
CCOC(=O)c1sc(=S)n(-c2cc(F)ccc2F)c1N,-3.6,34.6,2.7,1.0,-4.8,1.0,1.6,-1.2,1.4

Screening data (PubChem BioAssay)
